D2 antagonist: D2 dopamine receptor (human) antagonism; inhibition, % at 10 µM; AID 485344; P14416; hit rate 2% among 340,000; HEK293 TREx D2 cells, calcium flux, dopamine EC80; in the data active = inhibition above about 30%; also: 0% is about no effect
Target sequence (P14416 whole entry, looked up): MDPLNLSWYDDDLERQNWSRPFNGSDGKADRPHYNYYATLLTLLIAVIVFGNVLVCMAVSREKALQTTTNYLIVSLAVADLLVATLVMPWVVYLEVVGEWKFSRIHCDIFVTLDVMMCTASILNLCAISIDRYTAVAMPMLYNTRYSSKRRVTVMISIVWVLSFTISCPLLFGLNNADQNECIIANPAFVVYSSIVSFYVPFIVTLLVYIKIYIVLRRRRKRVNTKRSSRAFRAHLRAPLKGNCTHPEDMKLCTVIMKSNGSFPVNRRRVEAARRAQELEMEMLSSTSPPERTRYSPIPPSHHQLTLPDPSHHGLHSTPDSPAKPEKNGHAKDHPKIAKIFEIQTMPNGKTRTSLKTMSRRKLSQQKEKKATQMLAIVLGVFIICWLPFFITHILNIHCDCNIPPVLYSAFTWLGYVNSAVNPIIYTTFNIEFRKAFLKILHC
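Overnight-induced (tetracycline, 30 C) HEK293 T-REx cells carrying force-coupled D2 receive a no-wash calcium dye, then compound, then EC80 dopamine at 180 s; signals are read kinetically throughout.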
D1 antag: human D1 dopamine receptor antagonism | AID 504652 | HEK293 TREx D1 cells, calcium flux, dopamine EC80; stronger effect = lower value | hit rate 3.2% among 360,000 | activity change, negative = inhibition, % at 10 µM | P21728; in the data active = activity change below about -30%; also: % is scaled to controls: 0 for no effect and ±100 for the full control effect
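Cells carrying a force-coupled, tetracycline-inducible human D1 receptor report calcium flux. Each well gets a 10 s baseline, compound with 180 s monitoring, then an EC80 dopamine stimulus with a second 180 s kinetic read.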
TRHR ag: agonists of human TRH receptor; P34981; TRHR cells, calcium flux fluo-8, FDSS agonist mode; activation, % at 2 µM; hit rate 0.18% among 360,000; AID 493084; also: 0% is about no effect
Target sequence (P34981 whole entry, looked up): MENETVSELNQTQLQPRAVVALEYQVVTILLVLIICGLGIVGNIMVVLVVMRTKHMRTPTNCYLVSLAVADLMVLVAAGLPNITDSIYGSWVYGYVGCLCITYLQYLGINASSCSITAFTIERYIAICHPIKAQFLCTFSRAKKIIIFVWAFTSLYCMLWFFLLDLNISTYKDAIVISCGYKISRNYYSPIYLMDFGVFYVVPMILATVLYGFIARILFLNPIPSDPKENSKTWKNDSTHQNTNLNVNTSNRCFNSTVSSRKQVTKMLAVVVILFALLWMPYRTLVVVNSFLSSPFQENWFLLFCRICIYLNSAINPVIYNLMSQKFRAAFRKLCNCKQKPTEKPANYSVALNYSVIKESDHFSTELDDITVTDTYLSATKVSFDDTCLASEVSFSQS
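TRHR-expressing cells loaded with fluo-8 calcium dye; 23 nL library compound pin-transferred, kinetic FDSS fluorescence (Ex 480/Em 530) recorded about 180 s for agonist-induced calcium release, before a 10 nM TRH EC20 addition for potentiator mode.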
RXFP1 antagonist: antagonists of human relaxin receptor RXFP1. AID 1259400. HEK293-RXFP1, relaxin-stimulated cAMP HTRF, 30 min; stronger effect = lower value. activity change, negative = inhibition, % at 57.5 µM. hit rate 0.59% among 350,000;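 active = activity change of -60% or lower, but not beyond a set lower limit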; also: % is scaled to controls: 0 for no effect and ±100 for the full control effect
TRHR enhancer: allosterically enhances the human TRH receptor. P34981. TRHR cells, fluo-8 calcium fluorescence, EC20 TRH enhancement. enhancement, % at 2 µM. hit rate 0.66% among 360,000. AID 493056; in the data active = enhancement above about 30%; also: 0% is about no effect
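Enhancer read-out: after compound pinning and an initial kinetic agonist-mode read, an EC20 of TRH (10 nM final) was injected and fluo-8 calcium signal (Ex 480/Em 530) followed at 1 s/cycle for 100 cycles in TRHR-expressing cells.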
D2 potentiator: positively modulates the human D2 dopamine receptor allosterically | potentiation, % at 10 µM | HEK293 T-REx D2, calcium flux, EC20 dopamine potentiation | hit rate 0.34% among 340,000 | AID 485347;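 active = potentiation over 3 SD above the plate norm, cut at about 30% in these data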; also: 0% is about no effect
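Potentiation of an EC20 dopamine calcium response is measured in a force-coupled, tetracycline-inducible Hek293 Trex D2 line. Compound-only kinetic reads over 180 s flag agonists before dopamine addition.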
D1 potentiator: human D1 dopamine receptor positive modulation; hit rate 0.036% among 360,000; AID 504651; HEK293 TREx D1 cells, calcium flux, dopamine EC20 potentiation; potentiation, % at 10 µM; P21728; in the data active = potentiation above about 30%; also: 0% is about no effect
D2 agonist: D2 dopamine receptor (human) agonism; P14416; HEK293 T-REx D2 cells, calcium flux agonist mode; activation, % at 2 µM; hit rate 0.53% among 340,000; AID 485358;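 active = activation over 3 SD above normal in the single-dose calcium agonist read, cut at about 30% in these data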; also: 0% is about no effect
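HEK293 Trex D2 cells, tetracycline-induced, o/n 30 C 5% CO2; no-wash Ca dye, RT 30–90 min; 10-cycle baseline, 23 nl cpd added, kinetic Ca read 180 s; agonist hits = positive Ca response.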
D1 agonist: agonists of human D1 dopamine receptor | AID 504660 | HEK293 T-REx D1 cells, calcium flux, agonist mode | activation, % at 2 µM | hit rate 1% among 360,000 | P21728; also: 0% is about no effect
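Agonism was scored from calcium flux recorded over 180 s (1 read/s) after pintool compound addition, following a 10-cycle baseline. Cells were inducible force-coupled HEK293 TREx D1, plated overnight at 30 C and loaded with no-wash calcium dye.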
* marks the source's active call; other numbers are inactive results; / = no result given; & = joins results of further samples. Rule as the data show it, unless noted: active = activation above about 30%; inactive = the rest.

1. CSCC[C@H](NC(=O)Nc1ccc(Oc2ccccc2)cc1)C(=O)O
2. Cn1cc(C=O)c(-c2ccc3c(c2)OCCCO3)n1
3. COCCCNC(=O)c1cc(-c2cccnc2)nc2ccccc12
4. COC(=O)c1cc(S(=O)(=O)NCc2cccc(OC)c2)cn1C
5. CCOc1ccc(NS(=O)(=O)c2ccc(C(=O)NCCN3CCOCC3)cc2)cc1
6. CCC(NC(C)C)C(O)c1ccc(O)c(O)c1 (centres undefined)
compound no.	1	2	3	4	5	6
D2 antagonist	-11	18	-10	0	2	24
D1 antag	-3	-2	5&6	-19	-3	-23
TRHR ag	-1.2	0.8	0.1&0.1	0.0	0.2	0.6
RXFP1 antagonist	-3	-23	2&-16	0	-5	/
TRHR enhancer	1	4	-2&1	10	4	-14
D2 potentiator	9	2	5&27	0	-1	8
D1 potentiator	2	-2	4&2	-4	1	5
D2 agonist	-3.1	-0.5	0.6&0.0	-0.5	0.0	13
D1 agonist	4	-1	3&-3	3	3	3

7. CCC(CC)C(=O)NCCc1cc2ccc(OC)cc2[nH]c1=O
8. COc1cc2c(cc1OC)C(c1ccc(-c3cc(Cl)ccc3Cl)o1)=NCC2
9. CCc1ccccc1NC(=O)c1cc(-c2ccco2)on1
10. CC(C)OC(=O)c1c2nc3ccccc3nc2n2c1[nH]c(=O)c1ccccc12
11. CC(=O)c1cccc(NC(=O)COC(=O)COc2ccccc2C)c1
12. COC(=O)c1ccc2c(c1)sc(=NC(=O)CCS(=O)(=O)c1ccccc1)n2C
compound no.	7	8	9	10	11	12
D2 antagonist	-5	-9	0	-1	11	-19
D1 antag	-1	49	2	23	-24	-4
TRHR ag	0.8	-0.9	5.1	26	0.3	0.2
RXFP1 antagonist	/	-6	-26	/	-5	-16
TRHR enhancer	1	7	6	-1	-9	1
D2 potentiator	-14	10	-1	/	-5	12
D1 potentiator	-8	-12	-3	-5	-2	-1
D2 agonist	0.2	0.6	2.1	7.7	0.6	0.7
D1 agonist	2	17	2	18	6	1

13. CCOC(=O)c1cc(-c2ccc(F)cc2)n(CCC(=O)NCc2ccccc2OC)c1C
14. O=S(=O)(Nc1nc2ccccc2nc1NCc1ccco1)c1ccccc1
15. Cc1ccc(NC2CCCN(C(=O)c3cn(C)c4ccccc34)C2)cc1C (centres undefined)
16. O=C(c1ccc(COc2ccccc2[N+](=O)[O-])o1)N1CCCCCC1
17. Cn1c(=O)n(C)c2cc(C(=O)O)ccc21
18. COc1ccc(-c2[nH]ncc2CN(Cc2nccn2C)C(C)C)c(F)c1
compound no.	13	14	15	16	17	18
D2 antagonist	/	4	-16	-1	-11	-3
D1 antag	0	-19	0	-1	7	8
TRHR ag	0.1	-0.6	0.8	-0.6	0.7	-0.8
RXFP1 antagonist	-23	0	-37	-11	-7	-12
TRHR enhancer	3	-5	10	6	12	7
D2 potentiator	0	2	6	8	3	4
D1 potentiator	-6	-4	9	-3	2	-2
D2 agonist	0.2	0.5	1.1	-1.8	0.7	1.2
D1 agonist	6	0	0	5	2	5

Entries of single compounds, looked up by structure. Order of values: D2 antagonist	D1 antag	TRHR ag	RXFP1 antagonist	TRHR enhancer	D2 potentiator	D1 potentiator	D2 agonist	D1 agonist
COc1ccc(-c2[nH]ncc2CN(Cc2nccn2C)C(C)C)c(F)c1 is entered as -3	8	-0.8	-12	7	4	-2	1.2	5
CCOC(=O)c1cc(-c2ccc(F)cc2)n(CCC(=O)NCc2ccccc2OC)c1C is entered as /	0	0.1	-23	3	0	-6	0.2	6
Cc1ccc(NC2CCCN(C(=O)c3cn(C)c4ccccc34)C2)cc1C (centres undefined) is entered as -16	0	0.8	-37	10	6	9	1.1	0
O=C(c1ccc(COc2ccccc2[N+](=O)[O-])o1)N1CCCCCC1 is entered as -1	-1	-0.6	-11	6	8	-3	-1.8	5
Cn1c(=O)n(C)c2cc(C(=O)O)ccc21 is entered as -11	7	0.7	-7	12	3	2	0.7	2

(continued)
19. Clc1ccc(CN2CCCCCC2)cc1Cl
20. Cc1cc(NC(=O)c2sccc2C)n(-c2nc3ccccc3[nH]2)n1
21. O=S(=O)(NCC(c1cccnc1)N1CCN(Cc2ccccc2)CC1)c1ccc(F)cc1 (centres undefined)
22. Cc1c(CCOC(=O)CC23CC4CC(CC(C4)C2)C3)sc[n+]1CC(=O)c1ccc(Br)cc1
23. CN1CCN(C(=S)Nc2ccc([N+](=O)[O-])cc2)CC1
24. O=C(CSc1c2c(nc3ccc(Cl)cc13)CCCC2)N1CCN(c2ccc(Cl)cc2)CC1
compound no.	19	20	21	22	23	24
D2 antagonist	26	11	/	-32	0	/
D1 antag	-8	-27	-6	-3	-33*	10
TRHR ag	0.3	-0.1	-0.4	0.2	-0.7	0.4
RXFP1 antagonist	-17	-7	-6	-15	-3	-19
TRHR enhancer	20	-5	-5	6	-2	-1
D2 potentiator	-20	0	/	21	-12	-3
D1 potentiator	0	-6	-1	0	0	0
D2 agonist	0.7	-0.4	/	-0.4	0.8	0.5
D1 agonist	4	3	0	0	2	0

25. COC(=O)C(CCSC)NC(=O)c1cccc([N+](=O)[O-])c1 (centres undefined)
26. CC(=O)NS(=O)(=O)c1ccc(NC(=O)CCC2CCCC2)cc1
27. C/C(=C\c1cccc(Cl)c1Cl)C(=O)c1c(C)cc(C)[nH]c1=O
28. COc1ccc(C(=O)NC2CCCCC2)cc1OC1CCN(C(C)C)CC1
29. CCOC(=O)c1c(C)[nH]c2c1-c1ccccc1C(=O)C2=O
30. COc1cccc(OC)c1C(=O)OCC(=O)N(C)c1ccccc1
compound no.	25	26	27	28	29	30
D2 antagonist	-4	13	14	1	-3	-15
D1 antag	-24	-1	-15	13	0	-5
TRHR ag	-0.1	0.0	0.1	1.8	-1.1	-1.6
RXFP1 antagonist	-3	3	0	-3	3	-9
TRHR enhancer	0	-3	-2	2	-1	12
D2 potentiator	-4	1	-7	0	2	14
D1 potentiator	-4	2	-2	-4	-12	3
D2 agonist	-0.3	-1.0	0.9	0.1	0.2	-2.5
D1 agonist	3	6	9	3	-1	4

31. CN(CC(=O)Nc1cccc(F)c1)C(=O)c1ccc(S(=O)(=O)N2CCCC2)cc1
32. CN(C(=O)c1ccc(NC(=O)Cc2cccc(NC(=O)C3CCN(C(=O)c4ccccc4)CC3)c2)cc1)C1CCCC1
33. Cc1ccc(C(=O)c2ccccc2C(=O)OCC(=O)NC(=O)NC(C)(C)C)cc1
34. Cc1nonc1NC(=O)CSc1nc(C2CCCCC2)nc2ccccc12
35. COCC(=O)Nc1ccccc1-c1ccccc1
36. COC(=O)c1ccccc1NC(=O)Cn1c(=O)cc(C)c2c(C)nn(C)c21
compound no.	31	32	33	34	35	36
D2 antagonist	-19	19	-15	54*	/	/
D1 antag	-1	-3	1	1	7	-20
TRHR ag	-0.2	0.9	0.4	-0.1	-0.6	0.6
RXFP1 antagonist	-4	/	-4	-1	10	/
TRHR enhancer	-2	0	5	-4	3	1
D2 potentiator	-12	16	-8	2	/	11
D1 potentiator	-7	-1	-3	-3	-4	-4
D2 agonist	-0.8	0.8	-0.4	-1.2	/	0.2
D1 agonist	1	7	-5	2	2	11

37. COc1ccc(-c2noc(-c3ccc(NC4CCCCC4)c([N+](=O)[O-])c3)n2)cc1
38. Nc1nccnc1C(=O)OCC(=O)Nc1cccc(S(=O)(=O)N2CCCCC2)c1
39. CN1C(=O)[C@@H]2[C@H](C1=O)[C@@H]1C(=O)Nc3ccccc3C(=O)N1[C@@H]2c1ccc(Br)cc1
40. CCn1c(SCC(=O)NC2CCCc3ccccc32)nnc1-c1ccncc1 (centres undefined)
41. COc1ccccc1-c1nnc(Sc2nc([N+](=O)[O-])nn2C)o1
42. COc1cc(OC)cc(C(=O)N2CCN(S(=O)(=O)c3ccc(Cl)s3)CC2)c1
compound no.	37	38	39	40	41	42
D2 antagonist	/	/	-1	19	0	4
D1 antag	1	4	7	-3	-2	-5
TRHR ag	-0.3	0.6	0.1	-0.1	-0.4	-1.1
RXFP1 antagonist	/	0	/	-1	3	10
TRHR enhancer	1	0	3	6	4	9
D2 potentiator	-2	0	-2	-6	8	16
D1 potentiator	6	13	-6	-4	-1	-5
D2 agonist	-0.5	/	0.4	-0.4	0.4	-0.9
D1 agonist	1	5	3	-2	0	1

43. COCC1CCCN(C(=O)c2ccc(OC3CCN(Cc4ccccn4)CC3)cc2)C1 (centres undefined)
44. CCCCOc1ccc(C(=O)NCCOc2cccc(OC)c2)cc1
45. Cc1cc(NC(=O)CN2CCN(C)CC2)no1
46. Cc1ccc2c(c1)cc1c(=O)n(CC(=O)NCCN3CCCC3)nc(C)n12
47. COc1ccccc1NC(=O)COc1ccc(C(=O)OCC(=O)N(C(C)C)C(C)C)cc1OC
48. CCC(=O)c1cc2c(C)cc(=O)oc2c(C)c1OC
compound no.	43	44	45	46	47	48
D2 antagonist	-1	4	24	-9	12	/
D1 antag	-4	-3	-6	30	0	-1
TRHR ag	0.5	0.1	-0.4	-0.4	-0.8	-0.7
RXFP1 antagonist	-10	3	1	-4	-6	1
TRHR enhancer	-2	-5	2	2	-7	-5
D2 potentiator	14	10	1	9	-11	/
D1 potentiator	7	-2	0	5	-2	4
D2 agonist	1.0	0.5	1.4	1.8	-0.1	/
D1 agonist	4	2	3	2	6	2

49. O=C(NCc1cccs1)C12CC3CC(CC(C3)C1)C2
50. COc1ccc(C2C(C(=O)c3ccc(C)o3)=C(O)C(=O)N2c2cc(C)on2)cc1OC (centres undefined)
51. Clc1ccc(CNc2cnccn2)cc1Cl
52. N#Cc1ccccc1OCc1cccc(S(=O)(=O)N2CCOCC2)c1
53. NC(=O)c1nsc(C(=O)N(CC(=O)NC2CCCC2)c2cccc(C(F)(F)F)c2)c1N
54. Cc1noc(NS(=O)(=O)c2ccc(N/C=C\C(=O)c3ccccc3)cc2)c1C
55. COc1ccc(NC(=O)CC2Sc3ncnn3C2=O)cc1 (centres undefined)
56. COc1ccc(CNC(=O)CN(Cc2ccccc2)C(=O)CCC(=O)Nc2ccccn2)cc1
57. CCOC(=O)CSc1nnc(CNC(=O)c2cccs2)n1CCc1ccccc1
compound no.	49	50	51	52	53	54	55	56	57
D2 antagonist	7	-5	4	-1	-14	-18	-9	2	-3
D1 antag	-4	-8	-2	-6	17	-6	6	2	-1
TRHR ag	0.0	-0.1	-0.6	-2.8	-2.0	2.0	-0.4	-0.1	-0.3
RXFP1 antagonist	-8	22	-12	1	-19	9	-8	1	4
TRHR enhancer	-3	2	-2	-5	9	0	-3	-3	-4
D2 potentiator	-1	-3	2	9	0	4	-3	/	-2
D1 potentiator	1	-7	1	-2	-4	0	2	-5	-4
D2 agonist	0.1	0.5	0.2	-0.8	-1.6	0.8	1.5	0.9	-0.1
D1 agonist	1	4	9	5	9	-1	1	0	-1

Assay outcomes as filed in PubChem.
